NALP3 yeast inh – NALP3 inhibition in yeast; Yeast reconstituted NLRP3/ASC/caspase-1, beta-gal luminescence, 24 h; inhibition, % at 10 µM; 330,000 compounds, 0.39% hits;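 active = inhibition of 50% or more; inactive = inhibition below 50%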;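 also: plate controls were induced DMSO wells for no effect and uninduced yeast grown without galactose for full effect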
SENP7 block – inhibitors of human SENP7 protease; recombinant SENP7, Z-RLRGG-aminoluciferin luminescence, 40 min; inhibition, % at 5 µM; 330,000 compounds, 1.5% hits;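 active = inhibition above about 50% at the single test dose, limit read from the data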;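 also: plate controls were DMSO with enzyme for no effect and no enzyme buffer wells for full effect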
Target sequence (Q9BQF6 706-1050 limits assumed): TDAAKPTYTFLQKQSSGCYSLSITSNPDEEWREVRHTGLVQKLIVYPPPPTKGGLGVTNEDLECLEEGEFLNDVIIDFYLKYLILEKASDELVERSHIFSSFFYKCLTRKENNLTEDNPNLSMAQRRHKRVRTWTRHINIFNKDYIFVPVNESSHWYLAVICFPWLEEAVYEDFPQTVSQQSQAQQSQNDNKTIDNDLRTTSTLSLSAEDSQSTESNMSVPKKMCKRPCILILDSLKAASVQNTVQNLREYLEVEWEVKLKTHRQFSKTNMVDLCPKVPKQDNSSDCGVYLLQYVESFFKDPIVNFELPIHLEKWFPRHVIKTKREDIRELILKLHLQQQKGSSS
SENP6 block – blocks the human protease SENP6; Recombinant SENP6 catalytic domain, aminoluciferin luminescence; inhibition, % at 10 µM; 330,000 compounds, 1.8% hits; AID 2599;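 active = inhibition above about 50% at the single tested dose, limit read from the data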;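 also: plate controls were DMSO wells with enzyme for no effect and DMSO wells lacking enzyme for full effect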
SENP1 FRET inh – inhibitors of human SENP1 SUMO protease catalytic domain; Q9P0U3; recombinant SENP1 catalytic domain, CyPet-SUMO1-YPet FRET cleavage; inhibition, % at 10 µM; 360,000 compounds, 0.21% hits;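 active = inhibition at least 30% at 10 µM, raw YFP signal under a set limit, fluorescence ratio 0.5 to 1.5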;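 also: 0% = enzyme with DMSO and 100% = no enzyme wells; some results filed as inactive read as strong as hits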
Target sequence (Q9P0U3 419-644 limits assumed): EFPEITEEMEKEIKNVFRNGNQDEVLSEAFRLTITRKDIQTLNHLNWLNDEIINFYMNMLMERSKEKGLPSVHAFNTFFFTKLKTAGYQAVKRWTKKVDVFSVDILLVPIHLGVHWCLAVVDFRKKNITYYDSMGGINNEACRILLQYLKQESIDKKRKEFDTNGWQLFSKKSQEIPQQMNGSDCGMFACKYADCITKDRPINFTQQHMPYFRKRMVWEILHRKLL
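Assay system: hSENP1 catalytic domain, recombinant. Amount: SENP1 enzyme, 20 pM final. Schedule: 50 min reaction, RT, dark. Technique: FRET, CFP and YFP emission. Control set: no-enzyme wells low, DMSO-plus-enzyme wells high control.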
PfG6PD inh – PfG6PD (Plasmodium falciparum) enzyme inhibition; PfGluPho enzyme, NADPH resazurin-diaphorase fluorescence; 350,000 compounds, 0.78% hits; AID 504690; inhibition, % at 20 µM;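 active = inhibition reaching at least a set limit at 20 µM in the primary screen, cut at about 59% in these data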;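 also: 0% = DMSO wells with substrate and 100% = DMSO wells lacking glucose-6-phosphate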
SENP8 block-1 – inhibitors of human SENP8 protease; 360,000 compounds, 0.64% hits; inhibition, % at 20 µM; recombinant SENP8, Nedd8 substrate fluorescence; AID 602440; in the data active = inhibition mostly above about 40%, no sharp cut-off; inactive = mostly below about 27%
Target sequence (Q96LD8 whole entry, looked up): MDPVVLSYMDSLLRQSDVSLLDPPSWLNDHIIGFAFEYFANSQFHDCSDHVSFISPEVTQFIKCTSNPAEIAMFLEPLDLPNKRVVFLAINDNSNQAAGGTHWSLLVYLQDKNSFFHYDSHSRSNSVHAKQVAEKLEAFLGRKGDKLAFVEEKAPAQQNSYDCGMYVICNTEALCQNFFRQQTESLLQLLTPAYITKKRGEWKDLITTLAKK
SENP8 block-2 – inhibitors of human SENP8 protease. inhibition, % at 10 µM. purified SENP8, Z-RLRGG-aminoluciferin cleavage, luminescence. 330,000 compounds, 1.2% hits. Q96LD8. AID 2540; in the data active = inhibition above about 50%
Apaf1 inhib – blocks human Apaf-1 apoptosome activity. 330,000 compounds, 0.71% hits. reconstituted apoptosome caspase-3 activity, DEVD-Rh110 fluorescence. inhibition, % at 20 µM. O14727; active = inhibition of at least 40% at 20 µM;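 also: plate controls were DMSO wells for no effect and DEVD-CHO caspase inhibitor wells for full effect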
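System: Apoptosome proteins | Medium: Hepes pH 7.5 with detergent and BSA | Also added: Cytochrome c trigger plus (Z-DEVD)2-Rh110 caspase-3 substrate | Incubation: 30 min compound preincubation, 50 min activation, room temperature | Detection: Rhodamine 110 fluorescence at Ex 480/Em 540 nm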
HKDC1 inhibitor – HKDC1 (human) hexokinase inhibition | recombinant HKDC1, G6PDH/diaphorase resazurin coupled fluorescence | 340,000 compounds, 0.16% hits | inhibition, % at 20 µM;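 active = inhibition above about 35% when tested at 20 µM, limit read from the data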;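 also: plate controls were DMSO wells with enzyme for no effect and DMSO wells lacking enzyme for full effect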
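test system = in-house recombinant HK5 (HKDC1) enzyme | amount = HKDC1 at 5 µg/mL | control set = DMSO-enzyme wells negative, buffer-substituted wells positive | compound = one dose of 20 µM, 1% DMSO | schedule = reaction time 90 min, room temperature, protected from light | technique = resorufin fluorescence at 613 nm | reagent = glucose with 1 mM ATP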
* hit, by the source's call.

SMILES | NALP3 yeast inh | SENP7 block | SENP6 block | SENP1 FRET inh | PfG6PD inh | SENP8 block-1 | SENP8 block-2 | Apaf1 inhib | HKDC1 inhibitor
CNNC(=S)Nc1cccc(C(F)(F)F)c1 | 8 | 4 | 3 | 2 | 14 | 20 | 0 | 0 | -1
NS(=O)(=O)c1ccc(CCNC(=O)CN2C(=O)COc3ccc(S(=O)(=O)N4CCCC4)cc32)cc1 | 14 | -3 | -4 | -1 | 3 | -3 | 0 | -2 | 0
Cc1ccc(S(=O)(=O)Cn2nnnc2C(C(C)C)N2CCC(C(N)=O)CC2)cc1 (stereo not given) | 13 | -2 | 5 | 2 | -3 | 12 | -1 | 2 | -2
O=C(Nc1ccc(O)cc1)C1CCCO1 (stereo not given) | 9 | 60* | -4 | 0 | 7 | 5 | -3 | -3 | 3
CCn1cc(C(=O)N[C@@H](CCSC)C(=O)NCCCn2ccnc2)c(=O)c2cc3c(cc21)OCO3 | 23 | 12 | 14 | 1 | 3 | -110 | 3 | 7 | -11
O=C1CS(=O)(=O)N(Cc2cccc(F)c2)c2ccc(Br)cc21 | 29 | 8 | 2 | 5 | -23 | -44 | 6 | 10 | 8
CCCCC(=O)Nc1cc(Cl)ccc1C(=O)O | 12 | -2 | 2 | -2 | 18 | -2 | -7 | 5 | -10
C=CCNC(=S)NNC(=O)CCC(O)CCCCC (stereo not given) | 7 | 4 | 2 | 1 | 18 | 14 | 3 | 1 | 3
CCOC(=O)CC1(C)OCC(C[N+]2(C)CCCCC2)O1 (stereo not given) | 8 | -1 | 6 | 0 | 14 | 11 | 4 | -5 | -8
COc1ccc(/C=N/NC(=O)Cc2cc(OC)c(OC)cc2[N+](=O)[O-])cc1 | -5 | 0 | -17 | 2 | -7 | 19 | -11 | 0 | 0
O=C(NCc1ccc(F)cc1)c1ccc(NC(=O)C2CCCO2)cc1 (stereo not given) | -2 | 3 | -9 | 0 | -4 | 2 | -4 | 10 | -8
COc1ccc(C=NCC2COc3ccccc3O2)cc1OC (stereo not given) | 17 | 2 | -6 | 2 | -5 | 8 | 5 | -6 | -8
O=C1C=C(c2ccccc2)C[C@H](c2cccs2)[C@H]1n1nnc([N+](=O)[O-])n1 | 6 | -1 | 14 | -1 | 55 | 16 | -1 | 6 | 10
CC(NC(=O)CCNC(=O)c1ccc(Br)cc1)c1ccc(-n2ccnc2)cc1 (stereo not given) | 13 | -8 | -11 | -2 | -5 | 5 | 1 | 1 | 4
Cc1cccc(NC(=O)CCCc2ccccc2)c1 | 32 | -1 | 13 | -1 | 6 | 8 | 7 | 8 | -4
O=C(CCl)c1ccc(Cc2ncc(C(F)(F)F)cc2Cl)s1 | 1 | -9 | -20 | 5 | -11 | 17 | -2 | 17 | 24
CCOC(=O)N1CCN(C(=O)c2cccn3c(=O)c4c5c(sc4nc23)CCCC5)CC1 | 7 | -6 | 2 | -23 | -16 | -403 | 2 | -6 | 15
COc1ccc2[nH]c(C)c(CCNC(=S)Nc3cc(C)cc(C)c3)c2c1 | 11 | 4 | -3 | 0 | -11 | -3 | -3 | 9 | -2
CC(=O)OC1c2ccccc2C(=O)N1c1ccccc1C (stereo not given) | -4 | 4 | -6 | 0 | -2 | 13 | -3 | 0 | -1
CCn1c(CN2CCN(CCO)CC2)nc2ccccc21 | 3 | -1 | -18 | 2 | 0 | 0 | -14 | -7 | -5
CCOC(=O)C(=O)NNc1ccccc1OC | 11 | 0 | -8 | 2 | 10 | 27 | -4 | -10 | 2
CN1CCN(C(=O)c2c(O)c3cccc4c3n(c2=O)CCC4)CC1 | 3 | 5 | -3 | -4 | 1 | 15 | -2 | -1 | -6
CC1CN(Cc2nc3c(c(=O)n(C)c(=O)n3C)n2CC(O)CO)CC(C)O1 (stereo not given) | 13 | 1 | -9 | 2 | 6 | 28 | 2 | -3 | -8
CCOc1ccc(Nc2ccc([N+](=O)[O-])c3nonc23)cc1 | 17 | 37 | 71* | 7 | 4 | 39 | 65* | 8 | 7
CC1(C)CC(=O)C(C=NCC(N)=O)=C(O)C1 | 16 | -1 | -3 | 2 | -8 | 9 | 3 | -19 | -4
N/C(=N\NS(=O)(=O)c1ccc(Cl)cc1)c1ccccn1 | 17 | -6 | 2 | 0 | 0 | 12 | 0 | -11 | -9
CC(=O)Nc1ccc(S(=O)(=O)NNC(=O)COc2ccc(Cl)cc2Cl)cc1 | 3 | -3 | -8 | 2 | -10 | 21 | 1 | -12 | 2
CC(C)CC1Nc2ncnc(N3CCCCC3)c2N(Cc2ccc(Br)cc2)C1=O (stereo not given) | 1 | -7 | 3 | 2 | 22 | -19 | 5 | 9 | 3
Cc1ccc(CNC(=S)Nc2ccc(OC(F)F)cc2C)cc1 | 20 | 10 | -7 | 2 | -6 | 15 | 0 | 4 | 0
CC(CCN1CCC(n2nccc2NC(=O)c2ccccc2Cl)CC1)c1ccccc1 (stereo not given) | 21 | 1 | 4 | 2 | 11 | 23 | 4 | 7 | -5
Cc1cccc(NC(=O)c2ccc(NC(C)c3ccccc3)c([N+](=O)[O-])c2)n1 (stereo not given) | 9 | 5 | -7 | 4 | 16 | 22 | -8 | 3 | 1
Cc1cc(=O)oc2c3c(cc(OCC(=O)NCC4CCC(C(=O)O)CC4)c12)OC(C)(C)CC3 (stereo not given) | 5 | 13 | -15 | -2 | 20 | -7 | -8 | -9 | 2
COc1ccc(-c2cc(=NC(CC(C)C)C(=O)O)c3cc(C)ccc3o2)cc1 (stereo not given) | 20 | -4 | 25 | -14 | 0 | -412 | 6 | 15 | 7
COc1ccc(C(=O)N(CC(=O)NC(C)(C)C)c2ccc3c(c2)OCCO3)cc1OC | 25 | 6 | -10 | 1 | 13 | 7 | -2 | 3 | -6
Cc1ccc(S(=O)(=O)Cc2cc(-c3ccc(Cl)cc3)no2)cc1 | 23 | -8 | -18 | 1 | -3 | 1 | -12 | 14 | 2
O=C(NC1CCN(Cc2ccccc2)CC1)c1cccc(Br)c1 | 20 | -3 | -21 | 1 | -15 | 15 | -1 | 1 | -9
COc1ccc(Cn2c(=O)oc3ccc(C)cc32)cc1OC | -22 | -12 | -17 | -1 | -5 | 0 | -6 | -3 | 4
CCc1nn(CC(=O)NCCCc2ccccc2)c(=O)c2cc3c(OC)cccc3n12 | 15 | -5 | -2 | 0 | 6 | -297 | -1 | 5 | -1
COC(CNC(=O)[C@H](Cc1ccccc1)N1Cc2ccccc2C1=O)OC | -4 | -5 | -32 | 0 | 2 | 6 | -8 | 2 | -3
c1ccc(Oc2cc(-c3ccccc3)nc(-c3ccccc3)n2)cc1 | 21 | 5 | 9 | 2 | -1 | 7 | -4 | 0 | -8
O=C(COc1ccc2ccccc2c1)N[C@@H](C(=O)O)c1ccc(O)cc1 | -3 | -4 | -56 | 0 | -9 | 11 | -5 | -10 | 2
COc1ccccc1N1CCN(C(=O)c2cc(-c3ccc(F)cc3)[nH]c2C)CC1 | 11 | 12 | -3 | -1 | 10 | 8 | -2 | 23 | 2
Cc1ccc(NC(=O)CSc2nc(=O)n(Cc3ccncc3)c3c2CCC3)c(C)c1 | 5 | 0 | 0 | 4 | -12 | -2 | -4 | 1 | 1
CCOc1ccccc1N1CCN(C(=O)c2cc(S(=O)(=O)N3CCCCC3)ccc2C)CC1 | 2 | -12 | -12 | 2 | 7 | -2 | -5 | 10 | -4
CN(C)S(=O)(=O)c1ccc2c(c1)C(CC(=O)O)OC2=O (stereo not given) | 8 | 7 | 13 | 5 | -15 | 6 | 5 | -3 | -2

Three entries from above, arranged by SMILES length, falling:
SMILES | NALP3 yeast inh | SENP7 block | SENP6 block | SENP1 FRET inh | PfG6PD inh | SENP8 block-1 | SENP8 block-2 | Apaf1 inhib | HKDC1 inhibitor
Cc1ccc(S(=O)(=O)Cc2cc(-c3ccc(Cl)cc3)no2)cc1 | 23 | -8 | -18 | 1 | -3 | 1 | -12 | 14 | 2
CC1(C)CC(=O)C(C=NCC(N)=O)=C(O)C1 | 16 | -1 | -3 | 2 | -8 | 9 | 3 | -19 | -4
CCn1c(CN2CCN(CCO)CC2)nc2ccccc21 | 3 | -1 | -18 | 2 | 0 | 0 | -14 | -7 | -5

Grouped by structure: the entries above with a CF3 group (two)
SMILES | NALP3 yeast inh | SENP7 block | SENP6 block | SENP1 FRET inh | PfG6PD inh | SENP8 block-1 | SENP8 block-2 | Apaf1 inhib | HKDC1 inhibitor
CNNC(=S)Nc1cccc(C(F)(F)F)c1 | 8 | 4 | 3 | 2 | 14 | 20 | 0 | 0 | -1
O=C(CCl)c1ccc(Cc2ncc(C(F)(F)F)cc2Cl)s1 | 1 | -9 | -20 | 5 | -11 | 17 | -2 | 17 | 24

Next part
SMILES | NALP3 yeast inh | SENP7 block | SENP6 block | SENP1 FRET inh | PfG6PD inh | SENP8 block-1 | SENP8 block-2 | Apaf1 inhib | HKDC1 inhibitor
CCn1c2ccccc2c2c3ncc4cccn4c3ccc21 | 20 | 14 | -12 | -24 | 16 | -292 | 8 | 62* | 25
CC1(C)CC(=O)/C(=N/Nc2ccc(Cl)cc2)CO1 | 10 | 1 | -4 | 4 | -2 | 21 | -3 | -12 | 0
Nc1ncnc(N2CCc3ccccc32)c1[N+](=O)[O-] | 9 | 0 | 2 | 0 | 16 | 25 | 4 | 0 | -4
CC(C(=O)N1CCN(c2ccccc2F)CC1)c1ccc([N+](=O)[O-])cc1 (stereo not given) | 23 | -18 | -6 | 1 | -4 | 16 | -7 | -3 | -6
COc1ccc(S(=O)(=O)N2CCOC23CCN(S(=O)(=O)c2c(C)cc(C)cc2C)CC3)cc1 | 30 | 1 | -4 | -7 | 6 | 6 | 7 | 21 | 2

Fetched by compound from the list above, 3 records:
SMILES | NALP3 yeast inh | SENP7 block | SENP6 block | SENP1 FRET inh | PfG6PD inh | SENP8 block-1 | SENP8 block-2 | Apaf1 inhib | HKDC1 inhibitor
CCn1c2ccccc2c2c3ncc4cccn4c3ccc21 | 20 | 14 | -12 | -24 | 16 | -292 | 8 | 62* | 25
Nc1ncnc(N2CCc3ccccc32)c1[N+](=O)[O-] | 9 | 0 | 2 | 0 | 16 | 25 | 4 | 0 | -4
CC1(C)CC(=O)/C(=N/Nc2ccc(Cl)cc2)CO1 | 10 | 1 | -4 | 4 | -2 | 21 | -3 | -12 | 0
